# Screening data deposited in PubChem by National Center for Advancing Translational Sciences (NCATS).
# ALOX12 inh = blocks human arachidonate 12S-lipoxygenase; purified 12hLO, xylenol orange hydroperoxide absorbance; Potency, µM (highest dose often 108 µM), for inactives: at the top dose activity change, negative = inhibition, actives largely listed as inhibitors; hit rate 1.1% among 580,000; AID 1671190; active = well fitted inhibition curve with a large enough effect; inconclusive = small, poorly fitted or top-dose-only effect, or another doubt; inactive = no such curve, though single readings can be large or run the other way
# Target sequence (P18054 whole entry, looked up): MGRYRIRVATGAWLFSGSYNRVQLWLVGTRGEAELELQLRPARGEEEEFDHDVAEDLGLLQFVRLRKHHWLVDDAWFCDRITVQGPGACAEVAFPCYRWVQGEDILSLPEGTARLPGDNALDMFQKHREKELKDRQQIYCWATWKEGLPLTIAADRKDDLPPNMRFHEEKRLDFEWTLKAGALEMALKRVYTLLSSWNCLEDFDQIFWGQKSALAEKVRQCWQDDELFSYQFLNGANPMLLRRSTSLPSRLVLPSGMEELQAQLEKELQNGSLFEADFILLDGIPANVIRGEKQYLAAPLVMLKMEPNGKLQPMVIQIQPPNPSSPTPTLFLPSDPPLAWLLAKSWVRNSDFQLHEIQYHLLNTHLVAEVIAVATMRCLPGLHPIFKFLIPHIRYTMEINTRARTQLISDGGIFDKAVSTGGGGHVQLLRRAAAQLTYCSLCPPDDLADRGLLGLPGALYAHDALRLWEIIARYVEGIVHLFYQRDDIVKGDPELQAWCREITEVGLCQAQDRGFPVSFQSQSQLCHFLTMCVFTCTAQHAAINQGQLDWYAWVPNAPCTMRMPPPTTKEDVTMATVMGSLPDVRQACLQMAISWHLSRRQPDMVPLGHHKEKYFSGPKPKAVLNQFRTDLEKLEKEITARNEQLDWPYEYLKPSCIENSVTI
#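 Purified human 12hLO at 150 nM in 25 mM Hepes, 0.01% Triton X-100, pH 7.0, preincubated 15 min at room temperature with compound. Reaction started with 40 uM arachidonic acid, 30 min at room temperature. Hydroperoxide measured by Fe-xylenol orange, 573/405 nm absorbance ratio.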
# * = called active by the depositor; ? = inconclusive; [ ] = remark or other dose. % is set by controls: 0 for no effect and ±100 for the full control effect; potency is the fitted concentration of half-maximal effect. The list is partial; the hit share may differ from the screen's.
SMILES,ALOX12 inh
Cc1ccsc1CNC(C)C(O)c1ccc(O)cc1 (stereo unspecified),-87.8%
CC1OC(OC2CC[C@]3(C=O)[C@H]4[C@H](O)CC5(C)C(C6=CC(=O)OC6)CCC5(O)[C@@H]4CCC3(O)C2)C(O)C(O)C1O (stereo partly specified),-18.0%
COCC1CN(Cc2ccsc2)CC12CCNCC2 (stereo unspecified),19.9%
CN1CCN(C(=O)Cc2c[nH]c3ncc(-c4ccc(CO)cc4)cc23)CC1,5.1%[176 µM]
CCCS(=O)(=O)Nc1ccc(=O)n2c1[C@@H]1C[C@@H](CN(S(=O)(=O)c3ccc(OC)cc3)C1)C2,?
CC(C)NC(=O)N1C2CCC1CN(Cc1cccnc1)C2,6.0%[12.5 µM]
O=C(NC1CCCCC1)N1Cc2cc(Br)ccc2-n2nncc2C1,-10.2%
Cc1c(Cl)cccc1NC(=O)CN1C(=O)CN=C(c2ccccc2)c2cc(Cl)ccc21,-2.4%
CCc1ccc(N2CC(C(=O)OCC(=O)Nc3ccc(C#N)c(Cl)c3)CC2=O)cc1 (stereo unspecified),-24.9%
CC(C)OC(=O)C1C(c2ccc(I)cc2)CC2CCC1N2C (stereo unspecified),11.9%
O=S(=O)(c1ccccc1)N1Cc2ccccc2-n2nncc2C1,5.6%
c1ccc(-c2ccc(CN3Cc4ccccc4-n4nncc4C3)cc2)cc1,1.3%
COc1cc2c(cc1OCC1CC1)NC(=O)C21CCN(c2ncc(F)cn2)CC1,-3.2%[176 µM]
N#C/C(=C\c1ccccc1)C(=O)Nc1ccc(Br)cc1C(=O)c1ccccc1,4.0%
Cc1cccc(NC(=O)N2[C@H]3CC[C@@H]2c2cnc(-c4ccccc4)nc2C3)c1,15.5%

# Four records drawn at random from those above:
SMILES,ALOX12 inh
CC(C)NC(=O)N1C2CCC1CN(Cc1cccnc1)C2,6.0%[12.5 µM]
Cc1ccsc1CNC(C)C(O)c1ccc(O)cc1 (stereo unspecified),-87.8%
COc1cc2c(cc1OCC1CC1)NC(=O)C21CCN(c2ncc(F)cn2)CC1,-3.2%[176 µM]
O=S(=O)(c1ccccc1)N1Cc2ccccc2-n2nncc2C1,5.6%

# (listing goes on)
SMILES,ALOX12 inh
COc1cc2c(cc1OC1CCCC1)NC(=O)C21CCN(c2ncc(C(C)C)cn2)CC1,-3.7%[176 µM]
CCNC(=O)NC[C@H]1C[C@@H]2CCN1C[C@@H]2c1cc(-c2ccc3ccccc3c2)nn1C,12.4%[176 µM]
COc1cc2c(cc1Oc1cccc(N(C)C)c1)NC(=O)C21CCN(CCC(C)C)CC1,-19.5%[176 µM]
O=C(Nc1ccc2n(c1=O)C[C@H]1C[C@@H]2CN(C(=O)NC2CCCCC2)C1)c1ccco1,51.0%[activator][176 µM]
COc1ccc(-c2ccc(=O)n3c2[C@@H]2C[C@@H](CN(C(=O)NC4CCCCC4)C2)C3)cc1,48.7%[activator][176 µM]
Cn1nc(C2CCCC2)cc1[C@H]1CN2CC[C@H]1C[C@@H]2CNC(=O)c1cccs1,3.0%[176 µM]
COc1cc2c(cc1OCc1ccncc1)NC(=O)C21CCN(Cc2cccnc2)CC1,12.6%[176 µM]
CCNC(=O)Nc1ccc(OCC(=O)N2CCN(CC(C)C)CC2)nc1,17.0%
Cc1cccc(C)c1-n1nnnc1C1(NC(C)C)CCCCC1,-2.5%
O=[S+]1([O-])NC2(CCN(Cc3ccncc3)C2)COc2ccncc21 (stereo unspecified),8.0%[6.33 µM]
O=C1NC2(CCN(Cc3ccccn3)C2)Oc2ccccc21 (stereo unspecified),101.0%[activator][176 µM]
COc1ccc(NC(=O)N2C[C@@H]3C[C@H](C2)c2c(NC(=O)CSC)ccc(=O)n2C3)cc1,67.3%[activator]
Nc1cccc(-c2cn(C[C@H]3CC4CCN3C[C@@H]4C(=O)NCc3ccccc3)nn2)c1 (stereo partly specified),43.2%[activator][176 µM]
CC1=NOC2(CCN(CCC(C)C)C2)C1 (stereo unspecified),59.9%[activator][176 µM]
CC=CC(C)=CC(C)C(=O)CC(O)CC1CC(=O)NC(=O)C1 (stereo unspecified),19.1%
CNC(=O)c1ccc(NC(=O)COC(=O)c2cn(C)c3ccccc23)cc1,?
COc1ccc(C(c2nnnn2C(C)(C)C)N2CCC3(CC2)C(=O)NCN3c2ccccc2)cc1 (stereo unspecified),?
CC(NCCc1ccccc1)c1ccccc1 (stereo unspecified),?
Cc1ccc(-n2nc(C)c3c2NC(=O)CSC3c2ccsc2)cc1 (stereo unspecified),?
N#Cc1ccc(CN2CCC3(CC2)C(=O)Nc2ccccc23)cc1,?
O=C(COc1ccc2c(-c3ccccc3)cc(=O)oc2c1)N1CCN(CCO)CC1,?
CC1CN1c1cc2c(c3c1ccn3C)C1CCC2C1 (stereo unspecified),?
O=c1[nH]c2ccccc2n1C1CCN(C(c2nnnn2-c2ccc3c(c2)OCCO3)C2CC2)CC1 (stereo unspecified),?
COc1ccccc1NC(=O)c1cn(Cc2ccccc2)c2ccccc12,-10.6%
O=[N+]([O-])c1ccc(NCCOc2cccc3ccccc23)c2ncccc12,-0.3%
O=c1cc(-c2ccccc2)[se]c2ccccc12,?
CN(C)[C@@H]1CN(C(=O)Cc2ccccc2)C[C@H]1CO,18.4%
COc1ccccc1-c1cc([C@H]2CN3CC[C@H]2C[C@@H]3COC(=O)NC2CCCCC2)nc(C)n1,?
COc1ccc(CNC[C@H]2C[C@@H]3CCN2C[C@@H]3c2cc(C3CCCCC3)nn2C)cc1,42.3%[176 µM]
COc1ccc(-c2cnc3[nH]cc(CC(=O)N4CCN(C)CC4)c3c2)cc1OC,15.8%[176 µM]
CCC(CC)c1cc([C@H]2CN3CC[C@H]2C[C@@H]3CNC(=O)c2ccco2)nc(-c2ccncc2)n1,5.1%
CN(C)C(=O)Oc1ccc2cc(-c3ccccc3)c(=O)oc2c1,?
CC(C)(C)n1nnnc1C(c1ccccc1)N1CCC2(CC1)C(=O)NCN2c1ccccc1 (stereo unspecified),-12.1%
O=C(O)C1=NOC2CN(CC3CCCC3)CC12 (stereo unspecified),-21.3%[12.5 µM]
COC(=O)[C@@H]1[C@@H](CO)[C@@H]2Cn3c(cccc3=O)[C@H]1N2CC1CCCC1,?
CC(=O)OC1(C)CCC2C3CCC4CC(=O)CCC4(C)C3CCC21C (stereo unspecified),-15.5%
CN1c2cccnc2CN(C2COC2)CC[C@H]1CO,0.7%[176 µM]
COc1cc(C2SCC(=O)Nc3[nH]ncc32)ccc1OC(C)C (stereo unspecified),10.4%
COCC(=O)NC[C@H]1C[C@@H]2CCN1C[C@@H]2CN1CCN(c2ccccn2)CC1,-2.2%[176 µM]
Cc1cccc(C(=O)N2CCC(=O)CC2)c1,6.0%
O=[S+]1([O-])NCC2(CCN(Cc3cccnc3)C2)Oc2ncccc21 (stereo unspecified),-0.9%[6.33 µM]
CC(=O)Nc1ccc(S(=O)(=O)NC[C@H]2C[C@@H]3CCN2C[C@@H]3c2cc(-c3ccc(F)cc3)nn2C)cc1,14.7%
C#CCN(C)C[C@H]1CN2CC[C@H]1C[C@@H]2CNS(=O)(=O)c1ccccc1,8.6%[176 µM]
O=[S+]([O-])(C1CC1)N1C2CCC1CN(Cc1cccnc1)C2,3.1%[6.33 µM]
Cc1cccc(C)c1-n1nnnc1C(CCc1ccccc1)N1CCC2(CC1)C(=O)NCN2c1ccccc1 (stereo unspecified),-1.5%
COC(=O)N1CCC2(CC1)C(=O)NN=C2c1cccnc1,?
O/N=C1\C(=C\c2ccccc2)N2CCC1CC2,-2.8%
Cn1nc(C2CCCCC2)cc1[C@H]1CN2CC[C@H]1C[C@@H]2CNC(=O)NCc1ccccc1,19.2%
ClC1=CC[C@@H]2CN(CCN3CCOCC3)C[C@@H]2C1,?
Cc1nn(CC(C)C)c(Cl)c1C(=O)NC1CCCC1,-1.7%
COc1ccc(C(=O)N2[C@H]3CC[C@@H]2c2cnc(-c4ccc(F)cc4)nc2C3)c(OC)c1,-5.2%
CN(C[C@H]1CN2CC[C@H]1C[C@@H]2CNC(=O)c1ccccc1)c1ccccc1,25.7%[176 µM]
Cn1nccc1CN1CCC2(CC1)C(=O)Nc1ccccc12,2.9%[12.5 µM]
COc1ccc2c(c1)C1(CCN(C(=O)NC3CCCCC3)C1)C(=O)N2C (stereo unspecified),10.1%
COc1ccccc1-c1cc([C@H]2CN3CC[C@H]2C[C@@H]3CNC(=O)c2cccs2)n(C)n1,37.3%[activator]
C[C@H]1CN([C@@H](C)CO)C(=O)CCCn2cc(nn2)CO[C@@H]1CN(C)C(=O)Oc1cccc2ccccc12,-28.9%
CSCC(=O)Nc1ccc(=O)n2c1[C@@H]1C[C@@H](CN(C(=O)COc3ccccc3)C1)C2,?
O=C1Nc2ccccc2C12CN(Cc1cccnc1)C2,-1.5%[12.5 µM]
O=C([C@H]1CN2CC[C@H]1C[C@@H]2Cn1cc(CO)nn1)N1CCCC1,8.8%[176 µM]
CC(C)NC(=O)N1[C@H]2CC[C@@H]1c1cncnc1C2,26.1%

# Structural class: those above containing bromine (two)
SMILES,ALOX12 inh
O=C(NC1CCCCC1)N1Cc2cc(Br)ccc2-n2nncc2C1,-10.2%
N#C/C(=C\c1ccccc1)C(=O)Nc1ccc(Br)cc1C(=O)c1ccccc1,4.0%

# A few values from the results shown.
# For ALOX12 inh, `C#CCN(C)C[C@H]1CN2CC[C@H]1C[C@@H]2CNS(=O)(=O)c1ccccc1` shows 8.6%[176 µM]
# For ALOX12 inh, `CC(C)NC(=O)N1C2CCC1CN(Cc1cccnc1)C2` shows 6.0%[12.5 µM]
# For ALOX12 inh, `O=[S+]1([O-])NCC2(CCN(Cc3cccnc3)C2)Oc2ncccc21` (stereo unspecified) shows -0.9%[6.33 µM]

# Further structures.
SMILES,ALOX12 inh
CN(C)[C@@H]1CN(C(=O)Cc2ccccc2)CCC1(O)c1ccccc1 (stereo partly specified),12.0%
CN(C)c1ccc(-[n+]2ccc(-c3cc[n+](-c4ccc(N(C)C)cc4)cc3)cc2)cc1,?
COC(=O)C1=C(c2ccc(OCc3ccccc3)cc2)C[C@@H]2CC[C@H]1N2C(=O)NCc1ccc(C(C)(C)C)cc1,3.3%
CN(C[C@H]1CN2CC[C@H]1C[C@@H]2CNC(=O)c1ccc(C(F)(F)F)cc1)c1ccccc1,6.2%[176 µM]
O=C(NC1CCCCC1)N1C[C@@H]2C[C@H](C1)c1c(-c3ccccc3F)ccc(=O)n1C2,7.4%[176 µM]
O=C(CN1CCCC1=O)NCc1ccc(F)cc1Cl,31.1%[activator]
COC(=O)[C@@H]1[C@@H](CO)[C@@H]2Cn3c(cccc3=O)[C@H]1N2C,-10.7%
CN1CCC(N(C)c2ncnc3scc(-c4ccc(Br)cc4)c23)CC1,?
CSCC(=O)Nc1ccc2n(c1=O)C[C@H]1C[C@@H]2CN(C(=O)COc2ccccc2)C1,16.8%[176 µM]
COc1ccccc1C(=O)N1CCC(C(=O)O)(c2ccccc2)CC1,12.6%[6.33 µM]
COc1cccc(-c2cnc3[nH]cc(CC(=O)N4CCN(C)CC4)c3c2)c1,4.9%[176 µM]
COc1ccc(C(=O)N2C[C@@H]3C[C@H](C2)c2c(-c4cccs4)ccc(=O)n2C3)cc1,?
Cc1ccc(S(=O)(=O)NC[C@H]2C[C@@H]3CCN2C[C@@H]3CN2CCc3ccccc32)cc1,-10.7%[176 µM]
c1ccc(CC2CN3CCCC3CN2)cc1 (stereo unspecified),?
COc1ccc([S+](=O)([O-])N2CC3(CCN(CC(=O)O)CC3)c3cc(OC)c(OCC4CCCC4)cc32)cc1,2.3%
COc1ccc(-n2nnnc2C(c2cccc(OC)c2OC)N2CCC(n3c(=O)[nH]c4ccccc43)CC2)cc1 (stereo unspecified),2.2%
CCC(CC)c1cc([C@H]2CN3CC[C@H]2C[C@@H]3CNC(=O)CSCC(=O)O)nc(-c2ccncc2)n1,64.2%[activator]
CN(C)Cc1cn(C[C@H]2CC3CCN2C[C@@H]3C(=O)NC2CCCCC2)nn1 (stereo partly specified),5.2%[176 µM]
CC(=O)N1CC2(CCCN2Cc2ccccn2)Cc2ccccc21 (stereo unspecified),-4.6%[6.33 µM]
O=C(Nc1ccccc1)[C@H]1CN2CCC1C[C@@H]2Cn1cc(CO)nn1 (stereo partly specified),18.0%[176 µM]
OC1C2(c3ccccc3)CN3CN(C2)CC1(c1ccccc1)C3 (stereo unspecified),38.7%[activator]
CC(C)NC(=O)[C@H]1CN2CCC1C[C@@H]2Cn1cc(CSc2ccccc2)nn1 (stereo partly specified),20.0%[176 µM]
O=[N+]([O-])c1ccc(Cl)nc1N1CC2CCC(C1)N2CC(F)(F)F,1.3%[6.33 µM]
O=C(Nc1ccc(F)cc1)N1Cc2ccccc2-n2nncc2C1,-5.6%
COc1cc2c(cc1OCc1ccccc1)NC(=O)C21CCN(Cc2c(C)noc2C)CC1,46.0%[activator]
O=C(NC1CCCCC1)N1Cc2cc(N3CCOCC3)ccc2-n2nncc2C1,-5.2%
Cc1ccc(CC(=O)N2CCN(C3CCN(Cc4cccnc4)C3=O)CC2)cc1 (stereo unspecified),?
COc1ccc(OC)c(S(=O)(=O)NC[C@H]2C[C@@H]3CCN2C[C@@H]3c2cc(-c3cccs3)nn2C)c1,25.5%
CN[C@@H]1Cc2cccc3[nH]c(=O)n(c23)C1,0.0%[57.4 µM]
N#Cc1ccc(Cn2cc(C(=O)C3CC3)c3ccccc32)cc1,?
Cc1nc(-c2ccccc2)cc([C@H]2CN3CC[C@H]2C[C@@H]3CNC(=O)NC(C)C)n1,25.1µM*
Cc1[nH]c2c(C)cccc2c1CCN,?
CCOc1ccccc1CN1CCN(c2cccc(C)c2C)CC1,-53.1%
CCNC(=O)N1Cc2ccccc2-n2nncc2C1,-29.0%
OC1CN2CCC(O)C2C(O)C1O (stereo unspecified),3.7%
Nc1ccc(Cl)cc1C(=O)c1ccccc1F,?
